# Screening data: PubChem BioAssay, several laboratories
# IDE cell activ – IDE (human) activation, cell-based | AID 493087 | P14735 | HEK cells, FAbeta-B cleavage, fluorescence polarization; 0% vehicle, 100% cell-free pure enzyme wells | 340,000 tested, 0.073% active | activation, % at 5.96 µM;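 active means activation above the mean of all tested compounds plus 3 SD, set per screening campaign, cut at about 17% in these data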
# MEKK3 PB1 HTS – MEKK3-MEK5 PB1 interaction, increase or decrease. binding response (% of control), % at 10 µM. Q99759. bead-based flow cytometry, Alexa488-MEK5 binding to MEKK3; actives lie on both sides; 0 = blocked by unlabeled MEK5, 100 = vehicle. 290,000 tested, 1.4% active. AID 1529;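 active means binding response more than 3 SD above or below the average of its plate-row segment, actives on both sides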;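 further: Alexa488 bead fluorescence after subtracting the streptavidin-only scavenger bead signal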
# Target sequence (Q99759 whole entry, looked up): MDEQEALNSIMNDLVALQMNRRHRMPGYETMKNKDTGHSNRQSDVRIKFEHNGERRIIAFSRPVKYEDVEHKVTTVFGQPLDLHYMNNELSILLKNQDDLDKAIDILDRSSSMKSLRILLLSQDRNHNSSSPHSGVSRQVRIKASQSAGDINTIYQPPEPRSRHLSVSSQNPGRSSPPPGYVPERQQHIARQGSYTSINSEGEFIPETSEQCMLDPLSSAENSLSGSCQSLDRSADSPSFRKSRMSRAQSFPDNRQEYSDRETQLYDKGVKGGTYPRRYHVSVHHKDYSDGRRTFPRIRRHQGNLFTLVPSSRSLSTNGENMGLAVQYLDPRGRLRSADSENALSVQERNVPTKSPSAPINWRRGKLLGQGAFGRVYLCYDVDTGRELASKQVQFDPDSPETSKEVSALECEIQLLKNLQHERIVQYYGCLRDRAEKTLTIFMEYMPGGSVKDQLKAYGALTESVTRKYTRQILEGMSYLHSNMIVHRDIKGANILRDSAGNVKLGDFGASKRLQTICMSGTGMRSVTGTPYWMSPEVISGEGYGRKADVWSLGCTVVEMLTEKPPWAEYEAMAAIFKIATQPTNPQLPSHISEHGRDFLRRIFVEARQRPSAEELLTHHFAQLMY
# VIM-2 inh – blocks Pseudomonas aeruginosa VIM-2 metallo-beta-lactamase. AID 1527. inhibition, % at 5.6 µM. purified VIM-2, nitrocefin hydrolysis, epi-absorbance fluorescence. 290,000 tested, 0.89% active;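 active means inhibition above the mean of all tested compounds plus 3 SD, cutoff set per screening run, cut at about 7.5% in these data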;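 further: red hydrolysis product quenches plate fluorescence so inhibitors raise well fluorescence; 0% = enzyme with DMSO and 100% = DMSO without enzyme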
# HCV NS3 hel inh – HCV NS3 helicase inhibition | NS3 helicase DNA unwinding, Cy5 molecular beacon fluorescence | inhibition, % at 10.9 µM | 290,000 tested, 0.56% active;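 active means inhibition above the mean of all tested compounds plus 3 SD, set per campaign, cut at about 35% in these data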;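 further: 0% = DMSO wells and 100% = thioflavine S control wells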
#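 System: Hepatitis C virus NS3 helicase domain fragment enzyme | Reagent: Annealed dual-labelled DNA beacon duplex, ATP-started | Compound dosing: 10.9 µM single point, 0.8% DMSO | Incubation: 1 h reaction at 25 °C, ATP-initiated | Technique: Cy5 fluorescence | Evaluation: Percent inhibition from t60/t0 fluorescence ratio | Benchmarks: Low DMSO, high thioflavine S at 110 µM | Replication: Singlicate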
# DNA FID counter – fluorescent intercalator displacement, NS3 helicase counter-screen. 290,000 tested, 0.17% active. DNA fluorescent intercalator displacement, fluorescence. inhibition, % at 7.9 µM; in the data active means inhibition above about 37%;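 further: 0% = vehicle and 100% = reference compound; higher means more ethidium bromide displaced from hairpin DNA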
# UBC9 SUMO inh – inhibitors of human SUMOylation (UBC9) | HTRF SUMOylation assay, SAE1/SAE2 + UBC9, in vitro | inhibition, % at 35 µM | 290,000 tested, 0.36% active | P63279; in the data active means inhibition above about 50%, passing the limit was not always enough; further: strong numbers were not always called active
# Target sequence (P63279 whole entry, looked up): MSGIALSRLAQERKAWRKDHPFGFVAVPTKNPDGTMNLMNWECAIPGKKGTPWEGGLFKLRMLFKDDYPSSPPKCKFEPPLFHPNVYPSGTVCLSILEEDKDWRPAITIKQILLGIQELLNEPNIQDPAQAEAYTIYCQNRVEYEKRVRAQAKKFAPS
# IMP-1 inhibitor – inhibitors of Pseudomonas aeruginosa IMP-1 metallo-beta-lactamase; purified IMP-1, nitrocefin hydrolysis, epi-absorbance fluorescence; inhibition, % at 5.6 µM; 290,000 tested, 0.45% active; AID 1556;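 active means inhibition above the mean plus 3 SD of all compounds in the same screening run, cut at about 4.5% in these data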;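 further: 0% = IMP-1 with DMSO and 100% = DMSO wells lacking enzyme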
#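 system = purified recombinant IMP-1 beta-lactamase | amount = 0.2 nM IMP-1, as dispensed | medium = HEPES buffer pH 7.1 with ZnSO4 and Brij 35 | times = 25 °C, 15 min preincubation, 25 min reaction | detection = plate fluorescence quenching by hydrolysis product, ex 480/em 530 nm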
# PHOSPHO1 inh – blocks human PHOSPHO1 phosphatase activity. 290,000 tested, 1.1% active. Q8TCT1. inhibition, % at 13.3 µM. AID 1565. recombinant PHOSPHO1, absorbance phosphatase assay; in the data active means inhibition above about 60%
# Target sequence (Q8TCT1 whole entry, looked up): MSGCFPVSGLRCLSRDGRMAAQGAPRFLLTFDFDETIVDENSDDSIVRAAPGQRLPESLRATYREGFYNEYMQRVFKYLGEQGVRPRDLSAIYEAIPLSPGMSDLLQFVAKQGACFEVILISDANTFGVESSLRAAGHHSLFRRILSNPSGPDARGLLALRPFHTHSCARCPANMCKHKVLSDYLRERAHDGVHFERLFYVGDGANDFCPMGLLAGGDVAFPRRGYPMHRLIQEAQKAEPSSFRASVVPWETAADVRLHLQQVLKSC
# p-CIP stab down – p/CIP protein destabilization; Q05BA5; F442A p/CIP-EGFP cells, EGFP fluorescence, 16 h; AID 1984; 290,000 tested, 0.01% active; decrease of EGFP signal, % at 10 µM;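 active means EGFP signal decrease of at least 30% at 10 µM or well 3 SD below plate mean, unless failing retest; inactive means the rest, including hits failing retest or dose response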; further: some compounds called inactive have numbers as strong as hits; many of its hits are not listed in these tables
# * = called active by the depositor; nt = not tested or not shown. The list is partial; the hit share may differ from the screen's.
SMILES,IDE cell activ,MEKK3 PB1 HTS,VIM-2 inh,HCV NS3 hel inh,DNA FID counter,UBC9 SUMO inh,IMP-1 inhibitor,PHOSPHO1 inh,p-CIP stab down
COC(=O)c1ccc(CSc2n[nH]c(C)n2)o1,4,99,-1.1,-2,-1,5,-2.3,4,-1
Cc1nn(Cc2c(Cl)cccc2Cl)c(C)c1N,3,94,0.0,-11,3,5,-1.2,-13,-2
C=C1CCN([C@H](C(=O)OCc2cccc(C)c2)C(C)C)S(=O)(=O)c2ccccc21,4,88,nt,nt,nt,-39,nt,8,-2
Cc1cc(C(=O)CN2C(=O)NC(c3ccccc3)(c3ccccc3)C2=O)c(C)n1Cc1ccccc1,3,101,-2.5,0,-24,3,-0.1,38,-11
COc1ccccc1NC(=O)Cc1csc(NC(=S)Nc2ccc(C)cc2)n1,5,96,-3.2,2,-6,-24,-4.5,10,-1
COc1cccc(C2CC(c3cccs3)Nc3ncnn32)c1 (configuration not stated),-2,nt,-2.8,2,-13,12,-3.5,-18,-21
Cc1cc(C)n(CC(O)COc2ccc(Cl)cc2)n1 (configuration not stated),5,100,0.7,5,-4,-13,1.2,39,5
CCc1ccc(OCC(=O)N(C)CCC#N)c(Br)c1,3,103,-1.1,0,-2,12,-3.9,4,-13
Cc1ccccc1C(=O)Nc1ccc(C(=O)O)cc1NC(=O)c1ccccc1C,-1,104,-3.3,6,-20,-17,-1.5,nt,4
C/C(=N\N=C(N)N)c1ccc(Cl)c(Cl)c1,0,97,0.7,-4,17,8,-2.4,-18,1
O=C(O)CCc1ccc(-c2ccc(F)cc2)n1NC(=O)c1ccco1,2,97,-3.3,6,-4,-6,-2.8,4,4
CC(=O)C1C(=O)CC(C)(O)C(C(C)=O)C1c1ccc(N(C)C)cc1 (configuration not stated),-2,99,-1.4,0,-1,0,-7.1,2,-10
CCn1c(-c2ccc3[nH]c(C)c(C)c3c2)n[nH]c1=S,-3,77,3.3,4,-11,16,-1.2,94*,-7
O=C(COc1ccccc1Cl)NC(=S)Nc1ccccc1N1CCCC1,0,98,18*,-9,-17,26,-1.2,-20,13
CC(=O)N(Cc1cc(=O)[nH]c2ccccc12)c1ccccc1,1,105,1.5,-7,-8,12,-2.6,-38,-4
CCCNc1nc(C)nc2c1cnn2CCc1ccccc1,5,98,0.2,-5,-12,3,-2.5,-16,-10
COc1ccc(CCNC(=O)Cn2nnc(C(=O)Nc3cc(C)ccc3C)c2N)cc1OC,2,101,-5.2,-2,-34,7,-2.5,44,-11
CC1(C)CC(=O)C(N=Nc2ccc3ncsc3c2)=C(O)C1,2,102,-3.3,5,-13,7,-3.9,-7,-11
CC1CCCN(Cc2c(O)ccc3c(=O)c(-c4ccc(Cl)cc4)coc23)C1 (configuration not stated),-3,104,-0.5,-7,-5,40,-2.1,27,5
CC1CN(c2ncc(/C=N/NC(=O)c3ccccc3O)s2)CC(C)O1 (configuration not stated),-3,101,-3.6,-4,-15,2,-0.2,36,12
COc1ccccc1N1CCN(c2nc(C)cc(C)c2C#N)CC1,-2,110,-1.6,-10,-41,-5,-5.4,nt,-12
COc1ccc(OC)c(NC2c3ccccc3C(=O)N2Cc2ccc3c(c2)OCO3)c1 (configuration not stated),-1,104,2.9,-9,-18,21,-7.0,10,-3
CC(NC(=O)c1cccc(Cl)c1)C1CC2CCC1C2 (configuration not stated),5,101,-1.6,-13,-14,-16,-3.1,-2,-7
Cc1ccc(Cl)cc1N1C(=O)CC(C)(C)CC1=O,0,101,-2.6,3,-4,6,-2.7,44,-6
Oc1nc(Nc2ccc(F)cc2)sc1/C=C1\C=Nc2ccccc21,2,97,-2.5,6,-1,9,-4.0,-10,0
O=C(Nc1ccccc1C(=O)O)c1cccc(C(=O)Nc2ccccc2C(=O)O)c1,5,106,-0.9,17,-22,3,-1.9,-11,-2
COc1ccccc1CC(=O)Nc1ccc(OC)c(OC)c1,1,113,-1.5,5,-3,0,-2.1,-18,-10
CCOC(=O)c1cc(C)n(-c2ccc(Cl)cc2)c1C,11,91,-3.4,-9,-4,2,-2.5,-3,-7
COc1ccc(Cl)cc1NC(=O)c1cccc(N2C(=O)C3CC=CCC3C2=O)c1 (configuration not stated),3,100,-0.4,-15,-10,-4,-0.2,23,-8
CCC(C)n1c(=N)c(C#N)cc2c(=O)n3cc(C)ccc3nc21 (configuration not stated),0,98,0.0,2,2,14,-2.6,-8,-11
CCCc1nc2ccccc2c(=O)n1/N=C/c1ccc(O)cc1,1,103,-0.4,0,0,11,-0.9,11,2
CCOc1ccc(NC(=O)CN(c2ccc(OC)cc2)S(C)(=O)=O)cc1,7,108,-1.5,-4,-12,6,-1.7,6,-28
COc1ccc(S(=O)(=O)N2CCCC(C(=O)Nc3ccc(NC(=O)c4ccccn4)cc3)C2)cc1 (configuration not stated),-9,100,-2.0,0,4,-3,-2.5,-1,2
Cc1nn(-c2ccccc2)c2sc(C(=O)c3c(N)n(C)c(=O)n(C)c3=O)cc12,2,96,1.2,-2,-3,-28,-2.0,15,-19
CN(c1ccc(C(=O)NCCSCc2ccccc2)cc1)S(=O)(=O)c1ccccc1,2,95,-0.8,-4,-19,-2,-5.9,-7,-29
COc1ccc(N2C(=O)NC(NS(=O)(=O)c3ccc(Cl)cc3)(C(F)(F)F)C2=O)cc1 (configuration not stated),0,99,-1.7,14,-8,10,-1.8,28,5
COC(=O)C1C(=O)c2c([nH]c(C(=O)OC3CCCC3C)c2C)CC1C (configuration not stated),4,97,-1.2,-14,-19,-8,-2.5,14,-6
COc1ccc(/C=C/c2onc(C)c2S(=O)(=O)N2CCC(C(=O)N3CCCCCC3)CC2)cc1,0,105,-0.7,-14,-58,15,-1.4,11,-7
O=C(Cn1cnc2scc(-c3ccccc3)c2c1=O)N1CCOCC1,-3,91,-2.8,0,-2,-2,-3.0,-22,-16
O=Cc1cn(-c2ccccc2)nc1-c1cc2ccccc2oc1=O,4,97,-0.9,-7,-1,30,-2.0,-9,-6

# Shown with bars between the fields: five of the compounds above.
SMILES | IDE cell activ | MEKK3 PB1 HTS | VIM-2 inh | HCV NS3 hel inh | DNA FID counter | UBC9 SUMO inh | IMP-1 inhibitor | PHOSPHO1 inh | p-CIP stab down
Cc1nn(-c2ccccc2)c2sc(C(=O)c3c(N)n(C)c(=O)n(C)c3=O)cc12 | 2 | 96 | 1.2 | -2 | -3 | -28 | -2.0 | 15 | -19
CN(c1ccc(C(=O)NCCSCc2ccccc2)cc1)S(=O)(=O)c1ccccc1 | 2 | 95 | -0.8 | -4 | -19 | -2 | -5.9 | -7 | -29
COc1ccc(N2C(=O)NC(NS(=O)(=O)c3ccc(Cl)cc3)(C(F)(F)F)C2=O)cc1 (configuration not stated) | 0 | 99 | -1.7 | 14 | -8 | 10 | -1.8 | 28 | 5
COC(=O)C1C(=O)c2c([nH]c(C(=O)OC3CCCC3C)c2C)CC1C (configuration not stated) | 4 | 97 | -1.2 | -14 | -19 | -8 | -2.5 | 14 | -6
COc1ccc(/C=C/c2onc(C)c2S(=O)(=O)N2CCC(C(=O)N3CCCCCC3)CC2)cc1 | 0 | 105 | -0.7 | -14 | -58 | 15 | -1.4 | 11 | -7

# More compounds follow:
SMILES,IDE cell activ,MEKK3 PB1 HTS,VIM-2 inh,HCV NS3 hel inh,DNA FID counter,UBC9 SUMO inh,IMP-1 inhibitor,PHOSPHO1 inh,p-CIP stab down
Cc1cc(=O)[nH]c(SCC(=O)Nc2ncc(S(=O)(=O)c3ccc([N+](=O)[O-])cc3)s2)n1,4,104,-1.1,0,4,3,-3.0,2,-8
O=C1c2ccccc2C(=O)N1CCCCN(C(=O)c1cc2ccccc2oc1=O)c1ccc(F)cc1F,-2,110,-3.9,2,1,-2,-0.7,-2,-13
CCn1c2ccccc2c2cc(NC(=O)CNCC3CCCO3)ccc21 (configuration not stated),1,103,-2.5,-27,10,15,-2.6,4,5
O=C(CSc1nnnn1C1CCCC1)NCc1ccccc1,6,106,-1.2,-8,-7,0,-0.8,20,-2
Cc1cc(OCc2nc(-c3cccnc3)no2)c(C)cc1Br,1,101,-0.1,6,-1,9,-2.0,7,-3
CCCC[C@@H](CNC)NC[C@H](NCCCCC1CCCCC1)C(C)C,6,102,-2.3,-72,13,7,1.1,4,-2
CCc1c(C(C)=O)oc2ccc3c(C)cc(=O)oc3c12,6,101,-1.2,11,-7,27,-3.1,35,-4
C#CCOCCOCCOCCNc1nc(N2CCN(C(=O)[C@H]([C@@H](C)CC)n3cc(CCCCN)nn3)CC2)nc(N2CCN(C(=O)[C@H](C)n3cc(CCC(=O)O)nn3)CC2)n1,-1,106,-4.5,-7,-33,-26,-2.8,-11,-8
COc1ccccc1CCCNC(=O)C1CCC(=O)N(CCc2cccc(F)c2)C1 (configuration not stated),0,104,-0.3,-3,-52,7,-2.9,34,-4
Cc1ccc(C)c(-n2ccnc2SCC(=O)O)c1,-4,102,-0.2,-5,-2,14,-3.9,29,2
Cc1ccc(C(=O)COc2ccccc2C(=O)Nc2ccccc2)cc1,-3,87,-3.2,6,-3,6,-2.1,18,-13
COc1ccc(C(=O)Nc2ccnn2C2CCN(C(=O)C3CCOC3)CC2)cc1 (configuration not stated),3,99,-2.2,3,-5,14,-4.3,43,-1
Cc1[nH]nc2c1C(c1ccc(O)cc1)C1=C(CC(C)(C)CC1=O)N2 (configuration not stated),6,104,-4.2,6,2,18,-3.7,16,-7
CN1CCN(S(=O)(=O)c2cccc(C(=O)Nc3sc4c(c3-c3nc5ccccc5[nH]3)CCCC4)c2)CC1,-5,101,-3.8,2,-2,5,-3.9,-12,0
COc1cc(NC(=S)N2CCC(C(N)=O)CC2)c(OC)cc1Cl,0,102,-1.2,-7,-2,-5,-2.0,-35,-4
O=C(O)c1ccc(NC(=O)c2cccc(C(=O)Nc3ccc(C(=O)O)cc3)c2)cc1,5,105,-4.4,9,-1,12,-0.2,46,-12
COc1nnc(-c2ccccc2)s1,1,100,-0.6,4,-4,23,-2.2,-3,-1
Cc1cc(OCC(=O)O)c2cccc(C)c2n1,1,99,-3.8,-2,6,10,-1.8,-1,3
Cc1ccc(C)c(NC(=O)CCN2CCN(c3ccccc3F)CC2)c1,3,103,0.1,-9,-7,4,-2.7,24,2
CCOc1ccc(NC(=O)CN2CCc3cc4c(cc3C2)OCCCO4)cc1OCC,2,99,-1.2,-4,-13,-6,-3.0,42,4
CSCCC(N=C(NS(=O)(=O)c1ccccc1)c1ccccc1)C(=O)O (configuration not stated),-1,99,-1.6,4,-11,8,-3.8,12,-10
CCC[n+]1c2ccccc2cc2ccccc21,-4,107,0.5,19,38*,4,0.8,14,-7
CCCNC(=O)c1cc(-c2ccc3c(c2)OCO3)on1,3,106,-1.6,1,-9,-1,-1.1,47,0
COc1ccc(S(=O)(=O)Nc2ccccc2C)cc1,2,87,-2.3,-4,-2,1,-0.5,6,-3
Cc1ccc(Cl)cc1NC(=O)C1CCCN(c2cnccn2)C1 (configuration not stated),1,101,0.9,-2,-12,nt,-0.2,7,-11
Cc1ccc(C(=O)CC(C(=O)O)n2ccc(C)n2)cc1 (configuration not stated),-3,106,0.0,4,-1,-2,-0.7,-7,-11
COc1ccc(C)cc1NS(=O)(=O)c1ccc2c(c1)CCN2C(C)=O,2,98,-5.0,3,-14,17,-1.9,33,-1
